Source: PubChem
RmlC RmlD mix = mixture blocks RmlC and RmlD coupled enzyme activity. RmlC/RmlD coupled enzyme inhibition, 384-well mixture HTS. inhibition, % at 5.5 µM. actives 0.39% (n = 110,000). AID 1532; in the data active = inhibition above about 30%, passing the limit was not always enough; inconclusive = no clear call, values can overlap the other calls; also: strong numbers were not always called active
RT RNaseH block = inhibitors of HIV-1 reverse transcriptase RNase H | P04585 | RT-RNase H RNA/DNA duplex cleavage, fluorescence | inhibition, % at 10 µM | actives 1.9% (n = 65,000); in the data active = inhibition above about 50%
Starred values were filed as active, the others as inactive; ? = inconclusive; . = no result given. The list is partial; the hit share may differ from the screen's.

Every second line gives: RmlC RmlD mix	RT RNaseH block
CN1c2ccsc2C(O)=C(C(=S)Nc2ccccc2)S1(=O)=O
  13.2	.
O=C(Nc1cccc(O)c1)C1CCCN1C(=O)OCc1ccccc1 (centres undefined)
  -1.2	-17.9
CCC(=O)N1CCN=C1SCc1ccccc1
  -8.4	-3.7
C=CCn1c(SCc2ccc(C(=O)Nc3ccccc3)cc2)nnc1-c1ccccc1
  1.2	.
CCn1c(=O)cc(SCC(=O)N2CCN(c3ccccn3)CC2)c2ccccc21
  .	-42.6
O=C(NCC1CCCO1)c1cccc(N2C(=O)C3C4C=CC(C4)C3C2=O)c1 (centres undefined)
  -6.0	4.8
Cc1ccc(/C=C/c2nnc(-c3cccc(C)c3)o2)cc1
  17.1	.
O=C(Cn1cc(C(=O)C2CC2)c2ccccc21)NC1CCCC1
  -10.0	.
CN1C(=O)CC[C@H]1c1cccnc1
  -3.0	.
CCOC(=O)C(C)Sc1nc2ccccc2c(=O)n1CC1CCCCC1 (centres undefined)
  -9.7	.
Cc1ccc(NC(=O)c2ccc(S(=O)(=O)N3CCCC3)cc2)cc1
  9.3	4.2
CCCCOc1ccc(C(=O)Nc2cccc(C)n2)cc1
  .	-4.3
CCCN(CCC)S(=O)(=O)c1ccc(C(=O)Nc2nnc(CSC)o2)cc1
  -3.4	19.6
CCN(c1cccc(C)c1)S(=O)(=O)c1c(C)[nH]c(=O)[nH]c1=O
  -20.7	.
O=C(CCC(=O)NC1CC1)Nc1nnc(C2CCCCC2)s1
  12.5	-6.7
CC1(Cc2ccc3c(c2)OCO3)NC(=O)NC1=O (centres undefined)
  -1.2	0.6
CCOc1ccc(OCCSc2nc3ccccc3c(=O)[nH]2)cc1
  -15.6	.
CC(C)COc1ccc(/C=C2/Sc3ccccc3C2=O)cc1
  6.5	.
Cc1noc(C)c1COc1ccc(C(=O)OCC(=O)Nc2ccc3ccccc3c2)cc1
  -15.6	.
Cc1ccc(-c2nn3c(C)nnc3c3ccccc23)cc1S(=O)(=O)NCCN1CCOCC1
  5.5	.
COc1cccc(Nc2ncnc3c2cnn3-c2cccc(C)c2)c1
  -48.1	-7.4
Clc1ccc(Oc2ncnc3oc(-c4ccccc4)cc23)cc1
  -4.1	.
CCCCCCCC(=O)OC(CN1CCCCC1)CN1CCCC1=O (centres undefined)
  5.1	.
O=C(Nc1ccccc1N1CCOCC1)c1ccccc1NS(=O)(=O)c1ccc(F)c(F)c1
  -7.5	.
COc1ccc(S(=O)(=O)N2Cc3ccccc3CC2C(=O)Nc2ccc(O)cc2)cc1OC (centres undefined)
  -23.2	-4.0
Cn1c(CNc2ccc(Cl)cc2)nc2ccccc21
  -100.8	-22.9
COc1ccc(C2C3=C(CC(C)(C)CC3=O)Oc3ncn4nc(-c5cccnc5)nc4c32)cc1OC (centres undefined)
  .	-6.8
Cn1c(=O)n(C)c2cc(NC(=O)c3cc4ccccc4o3)ccc21
  -5.8	24.4
CCC(=O)c1ccccc1OCCSc1nc(C)cc(=O)[nH]1
  42.3	-2.2
Cc1cc(C)cc(OC(=O)N2CCOCC2)c1
  -15.7	-16.1
O=C(Nc1ccc(N2CCN(C(=O)c3ccc(Cl)cc3)CC2)cc1)c1ccc2c(c1)OCCO2
  2.2	.
Cc1ccc2cc(CNC(C)(C)C)c(=O)[nH]c2c1
  7.2	6.3
CCOc1ccccc1NC(=O)C(Sc1ccccc1)c1ccccc1 (centres undefined)
  -22.8	.
O=C(CCN1C(=O)C2C3C=CC(C3)C2C1=O)Nc1nccs1 (centres undefined)
  -13.3	-1.1
COC(=O)/C=c1/s/c(=C(/C#N)C(=O)N2CCCCC2)n(-c2ccccc2)c1=O
  .	9.7
CCC(=O)N1CCN(c2ccc(NC(=O)c3cccs3)cc2)CC1
  -14.2	.
CCN1C(=O)Cc2cc(S(=O)(=O)N3CCOCC3)ccc21
  -0.6	-1.7
CCC1Oc2ccc(C)cc2N(CC(=O)NCCN2CCCCCC2)C1=O (centres undefined)
  3.1	-10.7
COc1ccc(N2CCN(c3nc4ccccc4n3CC(=O)c3ccccc3)CC2)cc1
  -8.7	-9.2
Cc1cccc(NC(=O)CN(C)S(=O)(=O)c2cccc3cccnc23)c1
  -10.1	-52.9
COc1ccc(-n2ncc3c(=O)n(CC(=O)N4c5ccccc5CC4C)cnc32)cc1 (centres undefined)
  -69.7	.
Cc1ccc(-n2c(O)cnc2Nc2nc(C)cc(C)n2)cc1
  .	-10.3
O=c1cc(CSc2nnc(COc3ccc(Cl)cc3)o2)c2ccccc2[nH]1
  -10.0	-11.1
O=C(O)/C=C/c1ccc2ccccc2n1
  5.9	.
Cc1cc2c(c(=O)n1CCc1ccccc1)C(C(C)C)C(C#N)=C(N)O2 (centres undefined)
  -17.7	0.4
Cc1cccc(-c2nnc3n2N=C(c2ccccc2)CS3)c1
  4.2	-11.5
COCCSc1ccccc1C(=O)Nc1ccncc1
  5.7	30.2
COc1ccc(C(=O)NN2C(=O)C3CCC(C)(C2=O)C3(C)C)cc1 (centres undefined)
  -44.5	.
CCOC(=O)c1cnn(-c2ccccc2)c1-n1cccc1C(=O)C(=O)Nc1ccc(F)cc1
  5.6	.
CCOCC(=O)Nc1cc(-c2cn3cccnc3n2)ccc1C
  107.3*	-14.8
Cc1cc(C(=O)CSc2n[nH]c(N)n2)c(C)n1-c1ccc(F)cc1
  -10.7	.
COc1cc2c(cc1NS(=O)(=O)N1CCCCC1)oc1ccccc12
  39.4	.
Cc1cc(C(=O)CSc2nnc(-c3cccnc3)n2-c2ccccc2F)c(C)n1CC1CCCO1 (centres undefined)
  -5.4	.
O=C(NCc1ccccn1)c1coc(=O)c(Br)c1
  33.8*	5.2
COc1ccc(OC)c(Nc2nc(-c3sc(NC(=O)c4ccccc4)nc3C)cs2)c1
  -11.8	.
CN(C)C(=O)CSc1nnc(-c2cnccn2)n1C
  -7.1	.
CCOC(=O)N1CCN(Cc2nc(N)nc(Nc3ccc(C)cc3)n2)CC1
  5.5	.
CCCc1cc(=O)n2[nH]c(-c3ccc(Br)cc3)cc2n1
  3.6	-51.0
Cc1ccccc1OC(=O)n1c(=S)oc2cc(Cl)ccc21
  4.4	.
O=C(CN1CCN(S(=O)(=O)c2ccccc2)CC1)Nc1cccc(C(F)(F)F)c1
  9.6	22.6

Additional compounds.
Every second line gives: RmlC RmlD mix	RT RNaseH block
COc1ccc(CN2CCN(S(=O)(=O)c3ccccc3)CC2)c(OC)c1
  -7.4	-6.5
COc1cc(/C=C\C(=O)NCc2ccc3c(c2)cc(C)n3C)cc(OC)c1OC
  -0.4	.
Cc1cc(C)nc(SCCn2c(N3CCC(C)CC3)nc3c2c(=O)n(C)c(=O)n3C)n1
  .	-1.9
CCn1c(-c2cc(-c3ccc(OC(C)C)cc3)nc3ccccc23)n[nH]c1=S
  ?	.
CCC(=O)N1CCc2cc(S(=O)(=O)NCCC(=O)N3CCN(Cc4ccccc4)CC3)ccc21
  -19.4	1.0
Cc1cccc(Cn2c(C(C)O)nc3ccccc32)c1 (centres undefined)
  -15.3	-67.9
C=C(C)C(=O)Nc1cccc(C2=NOC3(C2)C[C@H](C(N)=O)N(C(=O)COc2ccc(Cl)cc2)C3)c1 (some centres undefined)
  15.8	.
Cc1noc(/C=C/N(C)C)c1S(=O)(=O)N1CCN(c2ccccc2)CC1
  -2.1	-15.7
COc1cc2ncnc(NCc3ccccc3)c2cc1OC
  4.5	.
Cc1ccc(NC(=S)NNC(=O)c2c([N+](=O)[O-])c(C)nn2C)cc1
  -9.2	.
Nn1cnnc1SC1CCCCC1NS(=O)(=O)c1ccccc1 (centres undefined)
  -14.7	-4.2
O=C(COC(=O)C1CCN(S(=O)(=O)c2cc([N+](=O)[O-])ccc2Cl)CC1)Nc1ncc(Cl)cc1Cl
  6.7	.
CCCN1C2=NCCN2c2cc(C)c(C)cc21
  12.0	-13.3
CCCCn1c(=O)[nH]c(=O)c2c1nc(-c1ccc(-c3ccccc3Br)o1)n2CC
  7.4	.
O=C(Nc1cc(=O)c2ccccc2o1)N1CCOCC1
  -7.5	0.0
Cc1nc(NCc2ccco2)c2c3c(sc2n1)CCC3
  -7.6	-9.7
COc1ccc(S(=O)(=O)Cc2ccc(C(=O)N3CCC4(CC3)OCCO4)o2)cc1
  7.3	-0.3
CCOC(=O)C1CCCN(S(=O)(=O)c2ccc(OC)c3ccccc23)C1 (centres undefined)
  5.7	-55.3
CC(C)C1C(=O)NC(=S)N1S(=O)(=O)c1ccc(C(C)(C)C)cc1 (centres undefined)
  -9.5	.
CC/C(O)=C(/C#N)c1nnc2n1CCCCC2
  6.4	-7.4
CCC(O)c1cc2c(cc1NC(=O)c1cccs1)OCCO2 (centres undefined)
  6.7	-5.9
COc1ccccc1N1CCN(C(=O)c2cc(-c3ccc(Cl)cc3)on2)CC1
  5.7	-3.8
COc1ccc(NC(=O)c2cc3c(=O)n(C)c4ccccc4c3n2C)cc1OC
  4.1	-98.0
COc1ccc(OC)c(NC=C2C(=O)OC3(CCCCC3)OC2=O)c1
  -11.4	-0.5
Cc1csc(NC(=O)CSc2nc(C(C)C)nc3c2c(=O)n(C)c(=O)n3C)n1
  2.9	-2.7
Cc1c(Br)c(C(F)(F)F)nn1CC(=O)NCC1CCCO1 (centres undefined)
  2.3	0.2
CC1CCN(S(=O)(=O)c2ccc(F)c(C(=O)O)c2)CC1
  -6.4	-14.2
CCN1CCN(C(c2cccs2)C(C)NC(=O)c2ccccc2OC)CC1 (centres undefined)
  -12.9	-6.0
CCN1CCN(S(=O)(=O)c2ccc3c(c2)OCCO3)CC1
  3.7	.
Cc1nc2cc(-c3ccccc3)nn2c(C)c1CCC(=O)N1CCN(c2ccccc2)CC1
  7.8	.

Exported tab-delimited: part of the list above.
smiles	RmlC RmlD mix	RT RNaseH block
COc1ccc(OC)c(NC=C2C(=O)OC3(CCCCC3)OC2=O)c1	-11.4	-0.5
Cc1csc(NC(=O)CSc2nc(C(C)C)nc3c2c(=O)n(C)c(=O)n3C)n1	2.9	-2.7
Cc1c(Br)c(C(F)(F)F)nn1CC(=O)NCC1CCCO1 (centres undefined)	2.3	0.2
CC1CCN(S(=O)(=O)c2ccc(F)c(C(=O)O)c2)CC1	-6.4	-14.2
CCN1CCN(C(c2cccs2)C(C)NC(=O)c2ccccc2OC)CC1 (centres undefined)	-12.9	-6.0
CCN1CCN(S(=O)(=O)c2ccc3c(c2)OCCO3)CC1	3.7	.

Gathered by group, those above containing a COOH group.
Every second line gives: RmlC RmlD mix	RT RNaseH block
O=C(O)/C=C/c1ccc2ccccc2n1
  5.9	.
CC1CCN(S(=O)(=O)c2ccc(F)c(C(=O)O)c2)CC1
  -6.4	-14.2

Next structures follow:
Every second line gives: RmlC RmlD mix	RT RNaseH block
CCOCCCNC(=O)C1CCC(CNS(=O)(=O)c2cccc3nsnc23)CC1 (centres undefined)
  6.6	-6.6
O=C(Cc1ccc(Cl)cc1)NCC(=O)N1CCCC1
  9.4	-7.3
O=C(NCC(=O)N(CCN1CCOCC1)C(C(=O)NC1CCCC1)c1cccnc1)c1cccs1 (centres undefined)
  .	-2.3
Cc1c(C(=O)N2CCN(c3ccccn3)CC2)sc2ncnc(N3CCN(c4ccccc4)CC3)c12
  13.4	-42.4
CCN(CC)S(=O)(=O)c1ccc(NC(=O)CSc2nnc(-c3cccc(OC)c3)n2C)cc1
  12.9	.
COc1cc(C(=O)Nc2cc(C)c(OCC(=O)N3CCOCC3)c(C)c2)cc(OC)c1OC
  -16.6	7.0
Cc1cc(C)n(C(C[N+](=O)[O-])c2ccc(Cl)cc2)n1 (centres undefined)
  -13.2	.
Cc1c(NC(=S)N/N=C/c2cccc(O)c2)c(=O)n(-c2ccccc2)n1C
  11.9	.
COc1ccc2nc(C(C)O)[nH]c2c1 (centres undefined)
  -53.0	.
Cn1c(SCC(=O)Nc2nccs2)nnc1C12CC3CC(CC(C3)C1)C2
  -14.3	4.3
CCCCNC(=O)c1sc(=S)n(-c2ccccc2OC)c1N
  -7.6	.
COc1ccc(C2CCCN2C(=O)Nc2cccc(C(C)=O)c2)cc1OC (centres undefined)
  -11.4	-5.0
CCCNC(=O)c1ccc2c(=O)c(O)c(-c3ccc(C)cc3)[nH]c2c1
  -6.9	.
NC(=O)COc1ncn(-c2ccccc2)n1
  -7.8	.
COCCn1c(SCC(=O)Nc2ccc(Cl)cn2)nc2ccccc21
  -12.2	.
C#CCOCCOCCOCCNc1nc(N2CCOCC2)nc(N2CCN(C(=O)[C@H](C)n3cc(CCCN=C(N)N)nn3)CC2)n1
  -10.5	.
C=CCCN(C(CC(C)C)C(=O)OC)S(=O)(=O)c1cc(Br)ccc1Br (centres undefined)
  8.6	.
CC(C)OC(=O)CSc1nc(-c2ccc(F)cc2)nc2ccc(F)cc12
  -12.3	.
O=C(Nc1ccc(Br)cc1Cl)c1cnccn1
  -10.6	-24.0
COc1cc(C2C3=C(CC(C)(C)CC3=O)N(C)C(=O)N2C)cc(OC)c1OC (centres undefined)
  -0.5	3.4
COc1ccccc1C1/C(=C(/O)c2ccccc2)C(=O)C(=O)N1CCO (centres undefined)
  9.2	-10.3
Clc1ccc2nc(N3CCN(c4ccccc4)CC3)sc2c1
  18.5	12.0
